GDH-TPI counter: GDH-TPI coupled enzyme inhibition counter-screen; AID 588335; GDH-TPI coupled enzyme counterscreen, NADH absorbance; 360,000 tested, 1.2% active; inhibition, % at 4.8 µM; in the data active means inhibition above about 30%;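 further: 0% = DMSO wells and 100% = wells lacking the enzyme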
Mtb FBA inh: Mtb fructose-bisphosphate aldolase inhibition; P9WQA3; purified M. tuberculosis FBA, fluorescence read-out; inhibition, % at 1 µM; 360,000 tested, 2.3% active; in the data active means inhibition above about 27%;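 further: 0% = vehicle and 100% = reference inhibitor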
Target sequence (P9WQA3 whole entry, looked up): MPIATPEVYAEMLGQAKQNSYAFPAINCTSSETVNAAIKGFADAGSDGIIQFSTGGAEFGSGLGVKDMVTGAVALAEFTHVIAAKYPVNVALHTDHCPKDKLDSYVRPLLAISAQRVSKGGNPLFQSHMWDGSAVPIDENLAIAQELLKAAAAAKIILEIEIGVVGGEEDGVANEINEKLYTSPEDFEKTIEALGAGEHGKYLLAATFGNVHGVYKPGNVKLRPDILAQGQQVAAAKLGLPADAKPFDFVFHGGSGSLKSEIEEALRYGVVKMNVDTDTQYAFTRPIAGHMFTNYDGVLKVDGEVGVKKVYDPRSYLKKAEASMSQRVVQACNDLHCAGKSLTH
FadD28 binding: inhibitors of Mycobacterium tuberculosis FadD28 bisubstrate binding. FadD28 bisubstrate probe binding, fluorescence polarization. inhibition, % at 12.5 µM. 360,000 tested, 0.22% active. AID 588549; in the data active means inhibition above about 8.5%, passing the limit was not always enough
MazF activator: MazEF (E. coli) toxin RNase activation | FAM/BHQ RNA-DNA oligo cleavage fluorescence, 5 h | activation, % at 20 µM | 350,000 tested, 0.32% active; in the data active means activation above about 50%
Target sequence (P0AE70 whole entry, looked up): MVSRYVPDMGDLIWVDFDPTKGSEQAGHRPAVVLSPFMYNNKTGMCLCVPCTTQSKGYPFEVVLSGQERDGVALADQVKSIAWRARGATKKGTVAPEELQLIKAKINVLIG
BoNT F protease: BoNT F light chain protease inhibition; 360,000 tested, 0.22% active; Multiplex microsphere protease cleavage assay, flow cytometry; inhibition, % at 10 µM; AID 588497; in the data active means inhibition above about 35%, passing the limit was not always enough; further: plate controls were buffer without enzyme for full effect and enzyme alone for no effect
Rv3671c inh: inhibits the M. tuberculosis serine protease Rv3671c. AID 2606. inhibition, % at 5.96 µM. P9WHR9. 320,000 tested, 0.048% active; in the data active means inhibition above about 38%;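 further: extracellular domain of Rv3671c used as enzyme; 0% = enzyme with DMSO and 100% = no enzyme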
PrPC TRFRET: reduces human prion protein on the cell surface. P04156. cell surface PrPC, TR-FRET read-out. inhibition, % at 13.8 µM. 370,000 tested, 0.43% active; in the data active means inhibition above about 24%; further: 0% = median of the test wells and 100% = reference compound wells
BioA inh: blocks M. tuberculosis BioA enzyme activity; inhibition, % at 9.99 µM; 360,000 tested, 0.096% active; purified M. tuberculosis BioA enzyme, plate reader; in the data active means inhibition above about 40%
Mtb UGM inh: blocks M. tuberculosis UGM enzyme; purified UGM, fluorescence polarization probe displacement; 320,000 tested, 0.06% active; AID 504406; inhibition, % at 10 µM; in the data active means inhibition above about 10%, passing the limit was not always enough
Target sequence (P9WIQ1 whole entry, looked up): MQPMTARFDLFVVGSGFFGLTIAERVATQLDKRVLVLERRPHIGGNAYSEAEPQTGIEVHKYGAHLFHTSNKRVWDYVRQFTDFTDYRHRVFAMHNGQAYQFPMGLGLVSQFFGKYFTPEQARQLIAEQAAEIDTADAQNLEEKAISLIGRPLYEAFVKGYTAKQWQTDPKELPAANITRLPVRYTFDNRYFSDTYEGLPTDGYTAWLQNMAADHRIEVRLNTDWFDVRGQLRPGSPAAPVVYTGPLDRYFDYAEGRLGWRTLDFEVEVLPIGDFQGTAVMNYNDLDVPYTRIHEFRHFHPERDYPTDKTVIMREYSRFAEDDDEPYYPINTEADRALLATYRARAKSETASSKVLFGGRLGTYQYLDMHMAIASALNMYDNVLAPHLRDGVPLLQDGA
The depositor's hits bear a star.

COCCNC(=S)N(CCc1c(C)[nH]c2ccccc12)Cc1cccnc1 was read as GDH-TPI counter -5, Mtb FBA inh 0, FadD28 binding -1.0, MazF activator 2, BoNT F protease -12, Rv3671c inh -3, PrPC TRFRET -9, BioA inh -2.0 and Mtb UGM inh 0.5.
Nc1nc(C2CCCN2S(=O)(=O)c2ccc(Cl)cc2)cs1 (stereo not given) was read as GDH-TPI counter -10, Mtb FBA inh -4, FadD28 binding -3.8, MazF activator 5, BoNT F protease 0, Rv3671c inh 4, PrPC TRFRET 10, BioA inh 0.0 and Mtb UGM inh 2.1.
For O=C(c1ccc2c3c(cccc13)CC2)C1CCCN(Cc2ccncc2)C1 (stereo not given) the results were GDH-TPI counter 18, Mtb FBA inh 12, FadD28 binding -2.2, MazF activator 0, BoNT F protease 0, Rv3671c inh -4, PrPC TRFRET 16, BioA inh -1.1 and Mtb UGM inh 2.2.
CCCc1nnc(NC(=O)CC(=O)OCC)s1 was read as GDH-TPI counter -7, Mtb FBA inh 2, FadD28 binding -0.7, MazF activator -1, BoNT F protease 2, Rv3671c inh 5, PrPC TRFRET 7, BioA inh -2.0 and Mtb UGM inh -2.5.
S=c1[nH]nc(Cc2ccccc2)n1-c1ccc(Cl)cc1 was read as GDH-TPI counter 4, Mtb FBA inh -3, FadD28 binding -1.8, MazF activator 0, BoNT F protease -12, Rv3671c inh 1, PrPC TRFRET 8 and Mtb UGM inh -0.3.
Screening CCOC(=O)C1(Cc2ccccc2Cl)CCN(C(=O)CN2CCOC2=O)CC1 returned GDH-TPI counter -8, Mtb FBA inh 1, FadD28 binding 0.0, MazF activator 8, BoNT F protease 2, Rv3671c inh 4, PrPC TRFRET -3 and Mtb UGM inh -0.7.
For CC(=O)c1c(C)[nH]c(C(=O)Nc2ccc(Cl)cc2F)c1C the results were GDH-TPI counter -5, Mtb FBA inh 7, FadD28 binding -0.6, MazF activator 8, BoNT F protease 5, Rv3671c inh -9, PrPC TRFRET 6, BioA inh -0.6 and Mtb UGM inh 0.9.
Screening Cc1nn(C(=O)CNS(=O)(=O)c2ccccc2)c(C)c1Sc1ccc(Cl)cc1 returned GDH-TPI counter 0, Mtb FBA inh -2, FadD28 binding -3.8, MazF activator -12, BoNT F protease -16, Rv3671c inh 5, PrPC TRFRET 0 and Mtb UGM inh 2.9.
`CCC(CO)Nc1ccc(-c2n[nH]c(=O)c3ccccc23)cc1[N+](=O)[O-]` (stereo not given) gave GDH-TPI counter -2, Mtb FBA inh -3, FadD28 binding -1.5, MazF activator -24, BoNT F protease 6, Rv3671c inh -12, PrPC TRFRET -39, BioA inh -1.7 and Mtb UGM inh -2.1.
For O=C(C[C@@H]1C/C=C\CCCC(=O)OC[C@@H](c2ccccc2)NC1=O)NCCO the results were GDH-TPI counter 0, Mtb FBA inh 2, FadD28 binding -0.5, MazF activator 4, BoNT F protease -1, Rv3671c inh 6, PrPC TRFRET 2, BioA inh -0.9 and Mtb UGM inh 1.8.
`Cc1ccc(C(=O)NNc2ncnc3ccccc23)cc1` gave GDH-TPI counter 44*, Mtb FBA inh -2, FadD28 binding -2.2, MazF activator 3, BoNT F protease -8, Rv3671c inh 0, PrPC TRFRET 2, BioA inh -0.7 and Mtb UGM inh -1.8.
Cn1c(=O)c2c(SCC(=O)NCC3CCCO3)nc(CC(C)(C)C)nc2n(C)c1=O (stereo not given) was read as GDH-TPI counter -2, Mtb FBA inh -1, FadD28 binding -5.1, MazF activator -1, BoNT F protease 4, Rv3671c inh 2, PrPC TRFRET 9, BioA inh -0.5 and Mtb UGM inh -2.1.
Screening O=C(COc1ccc(Br)cc1)N/N=C1\SCC(=O)N1c1ccc(F)cc1 returned GDH-TPI counter 4, Mtb FBA inh 4, FadD28 binding -1.2, MazF activator 2, BoNT F protease 0, Rv3671c inh 1, PrPC TRFRET -6, BioA inh -1.3 and Mtb UGM inh -1.0.
CC(C)(C)OC(=O)NCCCCCNC(=O)c1nc[nH]c1C(=O)N1CCN(C(=O)OC(C)(C)C)CC1 was read as GDH-TPI counter 5, Mtb FBA inh -1, FadD28 binding -1.6, MazF activator 7, BoNT F protease -13, Rv3671c inh 13, PrPC TRFRET -5, BioA inh 0.8 and Mtb UGM inh -0.9.
`CCN1C(=O)C2(/C(=C(\O)c3ccc4c(c3)OCCO4)C(=O)C(=O)N2CCCOC)c2ccccc21` (stereo not given) gave GDH-TPI counter 20, Mtb FBA inh -2, FadD28 binding -1.7, MazF activator 5, BoNT F protease -2, Rv3671c inh 8, PrPC TRFRET -5, BioA inh 0.8 and Mtb UGM inh -4.0.
For COc1cccc(-c2nn(-c3ccccc3)cc2C(=O)n2nnc3ccccc32)c1 the results were GDH-TPI counter 1, Mtb FBA inh 1, FadD28 binding -1.2, MazF activator 6, BoNT F protease 0, Rv3671c inh -8, PrPC TRFRET -5, BioA inh -2.3 and Mtb UGM inh 2.2.
Screening O=C(N/N=C/c1ccccn1)C(=O)N1CCCCCC1 returned GDH-TPI counter 8, Mtb FBA inh 1, FadD28 binding -3.1, MazF activator 11, BoNT F protease 6, Rv3671c inh -2, PrPC TRFRET 1, BioA inh -1.3 and Mtb UGM inh -1.6.
C=C(C)Cn1c(-c2cccc([N+](=O)[O-])c2)n[nH]c1=S was read as GDH-TPI counter 1, Mtb FBA inh 2, FadD28 binding 0.1, MazF activator 4, BoNT F protease -2, Rv3671c inh 1, PrPC TRFRET -10 and Mtb UGM inh 1.6.
Screening CCN(CC)c1ccc(/C=N/NC(=O)c2ccoc2C)cc1 returned GDH-TPI counter 22, Mtb FBA inh 3, FadD28 binding -3.2, MazF activator 1, Rv3671c inh 4, PrPC TRFRET 8, BioA inh 1.4 and Mtb UGM inh -0.3.
`O=C(c1ccc(Cl)cc1)[C@@H]1[C@@H]2C(=O)N(c3ccc(Cl)cc3)C(=O)[C@@H]2C2c3ccccc3C=NN21` (stereo not given in full) gave GDH-TPI counter 4, Mtb FBA inh 1, FadD28 binding -1.1, MazF activator -3, BoNT F protease -16, Rv3671c inh -17, PrPC TRFRET -7 and Mtb UGM inh -0.5.

The closing 3 compounds of the part before come first, to join the parts:
C=C(C)Cn1c(-c2cccc([N+](=O)[O-])c2)n[nH]c1=S was read as GDH-TPI counter 1, Mtb FBA inh 2, FadD28 binding 0.1, MazF activator 4, BoNT F protease -2, Rv3671c inh 1, PrPC TRFRET -10 and Mtb UGM inh 1.6.
Screening CCN(CC)c1ccc(/C=N/NC(=O)c2ccoc2C)cc1 returned GDH-TPI counter 22, Mtb FBA inh 3, FadD28 binding -3.2, MazF activator 1, Rv3671c inh 4, PrPC TRFRET 8, BioA inh 1.4 and Mtb UGM inh -0.3.
`O=C(c1ccc(Cl)cc1)[C@@H]1[C@@H]2C(=O)N(c3ccc(Cl)cc3)C(=O)[C@@H]2C2c3ccccc3C=NN21` (stereo not given in full) gave GDH-TPI counter 4, Mtb FBA inh 1, FadD28 binding -1.1, MazF activator -3, BoNT F protease -16, Rv3671c inh -17, PrPC TRFRET -7 and Mtb UGM inh -0.5.
Screening COc1cc(OC)cc(-c2c(-c3ccc(F)cc3)c3cc(-c4ccc5[nH]ccc5c4)ccc3n2C)c1 returned GDH-TPI counter 25, Mtb FBA inh 49*, FadD28 binding -2.5, MazF activator -3, BoNT F protease -8, Rv3671c inh -8, PrPC TRFRET -4, BioA inh -1.4 and Mtb UGM inh -2.3.
Screening CCOC(=O)C(NC(=O)c1ccccc1)(Nc1cccc(C)n1)C(F)(F)F (stereo not given) returned GDH-TPI counter -6, Mtb FBA inh -3, FadD28 binding -2.8, MazF activator -4, BoNT F protease -2, Rv3671c inh 0, PrPC TRFRET 4, BioA inh 3.6 and Mtb UGM inh -0.1.
For c1ccc(-c2nc(N3CCNCC3)nc3ccccc23)cc1 the results were GDH-TPI counter 12, Mtb FBA inh 17, FadD28 binding -0.1, MazF activator 11, BoNT F protease -22, Rv3671c inh -1, PrPC TRFRET -10, BioA inh -1.4 and Mtb UGM inh 1.2.
CN(c1ccccc1)S(=O)(=O)c1ccc(NC(=O)COc2ccccc2)cc1 was read as GDH-TPI counter 12, Mtb FBA inh 1, FadD28 binding -0.9, MazF activator -18, BoNT F protease -4, Rv3671c inh -31, PrPC TRFRET 3, BioA inh -0.6 and Mtb UGM inh 1.7.
CCOc1ccc(Oc2ccc(Cl)cc2NC(=O)CCNC(C)=O)cc1 was read as GDH-TPI counter -5, Mtb FBA inh -10, FadD28 binding -3.8, MazF activator -1, BoNT F protease -1, Rv3671c inh -10, PrPC TRFRET 4, BioA inh -1.3 and Mtb UGM inh 2.1.
COc1cccc(CCNCc2c(F)cccc2F)c1 was read as GDH-TPI counter 5, Mtb FBA inh -2, FadD28 binding -0.6, MazF activator 11, BoNT F protease -6, Rv3671c inh 5, PrPC TRFRET -1 and Mtb UGM inh -3.4.
For CCOc1cc(C(=O)Nc2cc(C)ccn2)cc(OCC)c1OCC the results were GDH-TPI counter 8, Mtb FBA inh -1, FadD28 binding -2.6, MazF activator 6, BoNT F protease -2, Rv3671c inh 1, PrPC TRFRET -5, BioA inh 4.6 and Mtb UGM inh 3.0.
For O=C(/C=C/c1ccc2c(c1)OCO2)NC1CCCC1 the results were GDH-TPI counter 20, Mtb FBA inh 11, FadD28 binding -0.1, MazF activator 4, BoNT F protease 18, Rv3671c inh -11, PrPC TRFRET 9, BioA inh -1.4 and Mtb UGM inh -2.0.
`CC(=O)OCC(=O)C1(O)CCC2C3CC(C)C4=CC(=O)CCC4(C)C3C(O)CC21C` (stereo not given) gave GDH-TPI counter 10, Mtb FBA inh 1, MazF activator -2, BoNT F protease -2, PrPC TRFRET 4 and BioA inh -0.8.
COc1cc(C(=O)N2CCC(c3nc(-c4cccnc4)no3)CC2)cc(OC)c1OC was read as GDH-TPI counter -6, Mtb FBA inh 7, FadD28 binding -3.1, MazF activator 3, BoNT F protease 0, Rv3671c inh 3, PrPC TRFRET -8, BioA inh 13 and Mtb UGM inh -0.3.
Screening O=[N+]([O-])c1cccc(/C=N/Nc2nc(NCc3ccccc3)nc(N3CCOCC3)n2)c1 returned GDH-TPI counter 12, Mtb FBA inh -2, FadD28 binding -1.7, MazF activator 6, BoNT F protease 6, Rv3671c inh 2, PrPC TRFRET -4 and Mtb UGM inh -2.9.
O=C(O)CNC1c2ccccc2CSc2ccccc21 (stereo not given) was read as GDH-TPI counter -9, Mtb FBA inh 0, FadD28 binding -2.9, MazF activator 4, BoNT F protease -34, Rv3671c inh 3, PrPC TRFRET 1, BioA inh 0.2 and Mtb UGM inh 1.4.
`Cc1c(NC(=O)CSc2cccc3cccnc23)c(=O)n(-c2ccccc2)n1C` gave GDH-TPI counter 0, Mtb FBA inh 3, FadD28 binding 0.4, MazF activator 7, BoNT F protease -4, Rv3671c inh -3, PrPC TRFRET -4, BioA inh 0.7 and Mtb UGM inh -4.5.
N#CC1=C2SCN(Cc3ccccc3)CN2C(=O)CC1c1ccccc1F (stereo not given) was read as GDH-TPI counter 14, Mtb FBA inh 5, FadD28 binding -0.6, MazF activator -9, BoNT F protease -5, Rv3671c inh 8, BioA inh 0.5 and Mtb UGM inh -0.9.
`O=C1Nc2cccc3c2N(CCC3)C2=C1CCC2` gave GDH-TPI counter 6, Mtb FBA inh 1, FadD28 binding -1.6, MazF activator -2, BoNT F protease 2, PrPC TRFRET -4 and BioA inh -0.4.

High-throughput results as filed in PubChem.

Compounds were not picked by outcome, and some 4.8% of all compounds hit somewhere here.
